# Compound activity deposited in PubChem by several laboratories.
# Hck-Nef inh = human Hck-Nef kinase inhibition; P08631; Recombinant Hck-YEEI plus Nef, Z-Lyte FRET kinase assay; inhibition, % at 20 µM; 220,000 compounds, 0.68% hits; AID 463187;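 active = Hck-Nef kinase inhibition above about 50%, limit read from the data; inactive = inhibition below that limit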;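 also: 0% = DMSO with Hck plus Nef and 100% = Hck alone without Nef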
# Target sequence (P08631 whole entry, looked up): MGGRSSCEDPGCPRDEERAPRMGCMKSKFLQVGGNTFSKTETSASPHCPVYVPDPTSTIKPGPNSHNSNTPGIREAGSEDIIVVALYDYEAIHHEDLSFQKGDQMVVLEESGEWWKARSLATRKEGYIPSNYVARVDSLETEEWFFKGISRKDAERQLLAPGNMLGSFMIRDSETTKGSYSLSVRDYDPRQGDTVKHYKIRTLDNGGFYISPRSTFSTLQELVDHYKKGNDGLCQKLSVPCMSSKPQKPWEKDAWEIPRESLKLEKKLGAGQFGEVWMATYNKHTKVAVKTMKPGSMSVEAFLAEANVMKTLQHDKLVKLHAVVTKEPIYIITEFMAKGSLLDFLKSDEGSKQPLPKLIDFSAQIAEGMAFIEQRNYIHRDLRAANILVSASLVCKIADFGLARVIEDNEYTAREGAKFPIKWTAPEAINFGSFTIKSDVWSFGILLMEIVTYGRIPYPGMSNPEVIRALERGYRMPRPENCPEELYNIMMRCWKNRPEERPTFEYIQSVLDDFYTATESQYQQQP
# p47phox inh = inhibitors of human p47phox binding; P14598; p47phox/p22phox peptide binding, fluorescence polarization, 2 h; inhibition, % at 24.7 µM; 220,000 compounds, 0.53% hits; AID 1274;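 active = inhibition above about 30%, limit read from the data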;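 also: 0% = p47phox with labelled peptide and 100% = labelled peptide alone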
# EBV gp42 inh = inhibitors of Epstein-Barr virus glycoprotein 42. Q1HVG2. Fluorescence polarization binding assay, mP read-out. inhibition, % (tested at 21.74 µM). 220,000 compounds, 0.42% hits. AID 1085; in the data active = inhibition above about 50%
# Target sequence (Q1HVG2 whole entry, looked up): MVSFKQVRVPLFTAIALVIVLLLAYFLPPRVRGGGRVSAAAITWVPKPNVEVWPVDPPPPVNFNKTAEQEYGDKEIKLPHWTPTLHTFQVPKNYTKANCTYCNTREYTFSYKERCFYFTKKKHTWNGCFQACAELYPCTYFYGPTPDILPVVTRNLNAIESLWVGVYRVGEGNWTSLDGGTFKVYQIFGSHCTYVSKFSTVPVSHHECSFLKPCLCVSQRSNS
# Runt-CBFb FRET = blocks binding of human RUNX1 Runt domain to CBFb. Q01196+Q13951. Cerulean-Runt/Venus-CBFb FRET ratio 530/480, 1 h. inhibition, % at 20 µM. 220,000 compounds, 0.46% hits;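 active = inhibition over about 50% at 20 µM in the single-dose screen, limit read from the data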;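 also: 0% = DMSO wells and 100% = excess unlabeled CBFb competitor control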
#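 Schedule: protein complex preformed 1 h, compound exposure 1 h, room temperature, dark; test system: Cerulean-labeled Runt domain protein; amount: 100 nM per protein; buffer or medium: Tris 50 mM pH 7.5, KCl, K2SO4, 0.01% BSA; read-out: loss of energy transfer signal; detection: FRET fluorescence; controls: 5 µM unlabeled CBFb as full-inhibition high control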
# 14-3-3 Bad inh = disrupts binding of bovine 14-3-3 zeta to phospho-Bad peptide; TR-FRET 14-3-3zeta/Dy647-pBad peptide displacement, 1 h; inhibition, % at 21.7 µM; 220,000 compounds, 0.71% hits; P63103;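 active = inhibition above about 70%, limit read from the data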;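 also: 0% = full 14-3-3 plus peptide FRET controls and 100% = background without 14-3-3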
# Target sequence (P63103 whole entry, looked up): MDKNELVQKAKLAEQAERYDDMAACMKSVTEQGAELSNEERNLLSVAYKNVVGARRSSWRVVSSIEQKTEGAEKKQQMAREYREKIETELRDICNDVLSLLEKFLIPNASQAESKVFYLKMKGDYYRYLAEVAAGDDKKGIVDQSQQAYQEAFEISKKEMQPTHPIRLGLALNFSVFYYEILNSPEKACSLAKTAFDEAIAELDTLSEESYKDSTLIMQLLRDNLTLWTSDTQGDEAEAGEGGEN
# Runt-SMMHC FRET = blocks binding of human RUNX1 Runt domain to CBFb-SMMHC. AID 1434. inhibition, % at 20 µM. 220,000 compounds, 0.74% hits. Q01196+Q13951. Cerulean-Runt/Venus-CBFb-SMMHC FRET ratio 530/480, 1 h;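 active = mean inhibition across duplicate retests at 20 µM reaching about 50%, limit read from the data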;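 also: 0% = DMSO wells and 100% = wells with excess untagged CBFb-SMMHC; inhibitors lower the FRET ratio by blocking Runt binding to CBFb-SMMHC; some results filed as inactive read as strong as hits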
# L929 necroptosis = L929 zVAD cell death inhibition | viability rescue, % at 10 µM | AID 1377 | 220,000 compounds, 0.38% hits | L929 zVAD necroptosis rescue, ATP luminescence, 24 h; with zVAD 60 µM;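 active = activation, scaled between plate controls, above about 75%, limit read from the data; inactive = activation under that limit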;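 also: 0% = zVAD with DMSO and 100% = DMSO alone without zVAD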
# Tb hexokinase = blocks Trypanosoma brucei hexokinase 1 activity; recombinant TbHK1, G6PDH-coupled NADH A340; inhibition, % at 10 µM; 220,000 compounds, 0.11% hits; AID 1430;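 active = inhibition of 50% or more in the single-dose primary screen; inactive = inhibition below 50%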
# Mdm2 ligase inh = Mdm2 E3 ligase (human) inhibition; cell-based MDM2 ubiquitination luciferase reporter, 2 h; 0 = plate control, 100 = twice control, blank-subtracted; signal enhancement, % at 5 µM; 210,000 compounds, 0.11% hits; AID 1230;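 active = signal enhancement of 30% or more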;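 also: luminescence tracks abundance of the self-degrading MDM2-luciferase fusion protein; higher signal means inhibition of MDM2 E3 ligase activity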
#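 Buffer or medium: Cells held in DMEM | Assay system: Stable mammalian line carrying autodegrading MDM2–luciferase fusion reporter | Quantity: 2000 cells/well | Times: 4 h settle plus 2 h compound, 37 °C | Doses: One concentration, 5 µM, with 0.2% DMSO | Technique: Luminescence with SteadyLite reagent, 15 min at room temperature | Benchmarks: Plate controls and plate blanks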
# An asterisk follows results filed as active; · = no result given; [ ] = remark or other dose. This is a subset, so the mix of outcomes need not match the whole.
SMILES,Hck-Nef inh,p47phox inh,EBV gp42 inh,Runt-CBFb FRET,14-3-3 Bad inh,Runt-SMMHC FRET,L929 necroptosis,Tb hexokinase,Mdm2 ligase inh
CC[n+]1c(/C=C/N(C)c2ccccc2)sc2ccc(Cl)cc21,1,-224,-4,55*,-13,43,0.3,-1,8
CN1CCN(c2ccc(N)c(N3CCN(C)CC3)c2)CC1,1,20,-5,-1,6[fluorescence artefact?],-13,0.1,-8,-8
Cc1cc(OCC(=O)NC2CCS(=O)(=O)C2)c2c3c(c(=O)oc2c1)CCC3 (stereo not drawn),-6,4,11,-2,4,4,0.5,-11,-15
NC1=NC(c2cccnc2)n2c(nc3ccccc32)N1 (stereo not drawn),12,-8,-16,2,-14,0,0.3,-12,0
CCc1ccc(-n2c(O)c(/C=N/N3CCCCC3c3cccnc3)c(=O)[nH]c2=O)cc1 (stereo not drawn),0,-4,-25,1,-1,6,0.4,-5,·
COc1cc2c(cc1/C=C/[N+](=O)[O-])OCO2,13,-18,-8,-3,10,-17,-2.8,7,-89
Cc1ccc2ccccc2c1NC(=O)CNC1CCCCC1,-1,-9,4,·,15,-2,0.2,4,-5
COP(=O)(OC)C(NC(C)=O)C(Cl)(Cl)Cl (stereo not drawn),3,1,3,0,3,-1,2.0,-5,-5
Cc1ccc(NC(=S)NCCc2cnc[nH]2)cc1C,6,1,6,1,-3,-4,24,-1,-9
COc1ccccc1N1CCN(Cc2ccc(Br)s2)CC1,-2,-11,-18,1,55,0,-0.2,6,5
CC(=O)N1CCN(c2ccc([N+](=O)[O-])cc2C=C2C(=O)NC(=O)NC2=O)CC1,1,-6,0,0,-3[fluorescence artefact?],-2,0.5,-20,-17
COC(=O)C1=Nc2ccccc2/C1=C\c1c(O)n(-c2cc(OC)ccc2OC)c(=O)[nH]c1=O,20,-56,-2,1,40,5,1.5,-19,-8
O=C(c1ccc(C(F)(F)F)cc1)C1CCCN(C2CCSCC2)C1 (stereo not drawn),-8,-1,-7,0,-1,1,1.5,-9,-5
COCCCn1c(N)c(C(=O)Nc2sc3c(c2C(=O)OC)CCCC3)c2nc3ccccc3nc21,-2,-12,-5,93*,0[fluorescence artefact?],8,0.4,-28,-35
COc1ccccc1NC1(C#N)CCCCC1,-3,-9,-5,0,-3,-8,0.1,-3,-5
O=[N+]([O-])c1cc(F)c(N2CCCC2)cc1Br,23,1,9,5,-22,-5,1.0,2,-10
Cc1ccc(C(=O)C2CN3CCC2CC3)cc1 (stereo not drawn),0,3,-6,0,22,1,-0.1,0,-13
CC1=NN(c2ccccc2)C(=O)C1/C=C1\C(=O)NC(=O)N(c2ccc(C)c(C)c2)C1=O (stereo not drawn),-3,-8,-13,-7,24[fluorescence artefact?],-13,1.1,-14,-14
O=C(NCC(c1cccnc1)N1CCN(c2ccc(F)cc2)CC1)Oc1ccccc1 (stereo not drawn),-10,-16,0,-8,-5,-8,2.8,1,·
CCC(C)n1c(O)c(C=NCCN2CCOCC2)c(=O)[nH]c1=S (stereo not drawn),12,-14,-5,-2,-1,-1,0.4,-37,-14
O=P1(Oc2ccccc2)CC=C[C@H](COCc2ccccc2)O1 (stereo partly drawn),27,-8,-17,0,-3,0,-0.7,3,15
CC1CC(C)CN(CC(=O)c2ccc(OC(F)F)cc2)C1 (stereo not drawn),3,-8,-7,0,0,0,-0.6,-4,-4
CC12CCC3C(CC=C4CC(O)CCC43C)C1C/C(=C\c1cccc(F)c1)C2=O (stereo not drawn),4,-3,-15,-6,-3,-4,2.6,-3,8
Cc1cccc2c(CCN)c[nH]c12,13,-4,-8,1,-12,-2,1.6,-2,-14
Cc1ccc(-c2nn(Cc3ccccc3)cc2C=O)cc1,3,-11,-11,0,-12,-2,1.7,31,-15
COc1ccc(-n2c(SC)nc3ccccc3c2=O)cc1,1,-7,11,-1,1,1,-0.4,0,-20
O=C1OC(c2ccc(Br)cc2)=N/C1=C\N1CC2CC(C1)c1cccc(=O)n1C2 (stereo not drawn),2,-7,-10,-2,4,1,0.4,-35,-10
OCCOCC#CCN1CCOCC1,1,-6,-2,0,-7[fluorescence artefact?],4,0.9,0,-18
COCCNP(=O)(c1ccccc1)c1nc2ccccc2s1 (stereo not drawn),2,-10,-5,0,1,0,0.1,-2,-8
C=C1C[C@]2(O)[C@@]3(C)CCC(=O)C(C)(C)C3=C(O)C(=O)[C@@]2(C)[C@@H]2C(=O)O[C@@](C)(C(=O)OC)C(=O)[C@@]12C,13,-7,-5,-3,2,-8,-0.3,-12,1
CCOc1cc(/C=C2\C(=O)NC(=O)N(C)C2=O)cc([N+](=O)[O-])c1O,19,-7,-1,2,3,3,0.0,-36,-3
CCOC(=O)N(CC)c1ccc(C(O)(C(=O)OC)C(F)(F)F)cc1 (stereo not drawn),6,-7,-11,0,4,1,0.3,-16,2
Cc1cccc(-n2c(O)c(/C=C3/C(c4ccccc4)=Nc4ccccc43)c(=O)[nH]c2=O)c1,24,-109,-2,-5,-12,-15,-0.5,-12,·
FCCN(CCF)c1cccc(Cl)c1,11,-10,-17,-2,0,0,0.3,4,0
CC(C)Oc1cccc(NC(=O)c2cccn(Cc3ccc4c(c3)OC(F)(F)O4)c2=O)c1,1,-14,-12,-4,-9[fluorescence artefact?],-7,0.2,-14,-11
CCN(CC)P(=S)(c1c(C)nc2ccccn12)c1c(C)nc2ccccn12,20,-1,-17,12,2,4,0.3,-5,-7
CC(NC(C)(C)C)C(=O)c1cccc(Cl)c1 (stereo not drawn),-4,1,-10,0,5,-5,2.1,1,·
O=C(O)C1C2CC3CC(C2)CC1(n1ncc(N2CCC4(CC2)OCCO4)c(Cl)c1=O)C3 (stereo not drawn),17,2,-2,2,-12,-2,0.2,-23,-15
COc1ccc(CCN(C)Cc2ccncc2)cc1OC,1,-4,-3,0,50,-7,-0.1,1,-9
COc1c(C)cc(C(=O)C2CCCN(Cc3cccc(C)n3)C2)cc1C (stereo not drawn),12,-1,-7,·,-6,·,-1.4,6,-8

# Reformatted: 3 of the compounds above.
Structure | Hck-Nef inh | p47phox inh | EBV gp42 inh | Runt-CBFb FRET | 14-3-3 Bad inh | Runt-SMMHC FRET | L929 necroptosis | Tb hexokinase | Mdm2 ligase inh
CCC(C)n1c(O)c(C=NCCN2CCOCC2)c(=O)[nH]c1=S (stereo not drawn) | 12 | -14 | -5 | -2 | -1 | -1 | 0.4 | -37 | -14
COc1ccccc1N1CCN(Cc2ccc(Br)s2)CC1 | -2 | -11 | -18 | 1 | 55 | 0 | -0.2 | 6 | 5
Cc1ccc(C(=O)C2CN3CCC2CC3)cc1 (stereo not drawn) | 0 | 3 | -6 | 0 | 22 | 1 | -0.1 | 0 | -13

# Additional results follow:
SMILES,Hck-Nef inh,p47phox inh,EBV gp42 inh,Runt-CBFb FRET,14-3-3 Bad inh,Runt-SMMHC FRET,L929 necroptosis,Tb hexokinase,Mdm2 ligase inh
CN(C)CC1CCCCC1=O (stereo not drawn),17,-4,-17,0,-6,3,1.1,-2,-2
COCc1c(CN)cnc(C)c1N,-1,-12,-21,-1,30,-1,0.1,-3,-8
COc1ccc(-c2[nH]ncc2CNC(C)Cc2ccsc2)c(F)c1 (stereo not drawn),-2,-1,2,0,-7,-1,-0.7,9,-9
CC(N=Cc1c(O)n(C2CC2)c(=S)[nH]c1=O)c1ccccc1 (stereo not drawn),7,-11,-12,-2,-5,3,-0.2,-88,-3
CC(=O)Nc1ccc(C2CN(C)CC2C(=O)c2ccc(Cl)cc2)cc1 (stereo not drawn),-6,-9,-10,0,-8,-3,1.4,-1,-7
CSC1=NP(=S)(SC)N(C)c2nc3n(c21)CCC3 (stereo not drawn),1,-16,-9,1,0,-1,0.4,-13,1
CCOc1ccccc1-n1c(O)c(C=Nc2ccc(N(CC)CC)cc2)c(=O)[nH]c1=O,16,-30,-99,-32,10,-135,-1.0,-9,-9
COc1ccc2c3c([nH]c2c1)C(C)NCC3 (stereo not drawn),-7,-16,-17,21,-6,85*,-0.1,-13,3
C=CCn1c(O)c(C(CC)=Nc2cccc(C(F)(F)F)c2)c(=O)[nH]c1=O,3,-13,-13,-2,-2,2,0.5,-7,-10
COC(=O)c1ccc(C(C(=O)NC2CCCCC2)N(CCN2CCOCC2)C(=O)Cc2cccs2)cc1 (stereo not drawn),9,-6,-10,-3,3,-1,0.8,0,-6
O=P(Nc1ccccc1)(Oc1ccccc1)Oc1ccccc1,7,6,-2,-1,-2,0,-0.2,7,-4
CN(C)CCNC(=O)c1cccn(Cc2cccc(C(F)(F)F)c2)c1=O,1,-3,-3,0,2,0,-0.8,-11,-16
CC1CCN(S(=O)(=O)c2ccc(NN=C(C#N)C#N)cc2)CC1,0,-20,-11,-2,7,-5,-0.5,-9,-7
O=c1[nH]c(=O)n(-c2ccc(F)cc2)c(O)c1C=Nc1ccccc1N1CCCC1,-2,-41,-121,-265,30[fluorescence artefact?],-13,-0.1,-7,6
Cc1ccc(C(=O)Nc2ccc(-n3ccnc3P(=O)(O)c3ccccc3)cc2)cc1,1,-9,-2,0,19,6,-0.3,-5,-7
O=[N+]([O-])c1ccc(N2CCNCC2)cc1N1CCCCC1,9,10,-19,-1,-2,-3,-0.1,-3,-15
CCOC(=O)c1c(-n2c(C)cc(/C=C3\C(=O)NC(=O)N(C)C3=O)c2C)sc2c1CCCC2,2,-22,-15,-13,-8,-186,0.5,-1,-30
O=c1[nH]c(=O)n(-c2ccc(Br)cc2)c(O)c1C=NCCN1CCCCC1,10,5,-12,4,0,-4,1.3,-6,1
CN1c2ccccc2Oc2ccccc21,3,2,-22,0,10[fluorescence artefact?],2,0.6,24,1
CCC(C)N1C(=O)/C(=C/c2ccc3c(c2)CCN3CCCCl)C(=O)NC1=S (stereo not drawn),45,38*,1,8,-4[fluorescence artefact?],-77,0.5,-6,-1
Cc1ccc2c(c1)CNc1ccccc1O2,1,10,-9,-3,-13,-2,0.4,21,-18
CCOc1ccc2c(c1)c(C(C)=O)c(C)n2Cc1ccco1,22,-4,-5,·,-11,·,-0.1,-2,7
Cc1ccccc1NC(=O)c1cc(-c2ccccc2)n(CCCN2CCOCC2)c1C,7,-9,-1,-1,-8,0,1.5,-10,-8
N/C(=N\N=C/c1ccc(-c2ccc(O)c(C(=O)O)c2)o1)N[N+](=O)[O-],10,-69,32,46,95*[fluorescence artefact?],31,-0.2,-17,-11
CC(Oc1ccc(-c2ccccc2)cc1)C(=O)O (stereo not drawn),1,1,-5,-4,5,5,-0.3,13,-7
Fc1cccc(CCNCc2ccccn2)c1,-1,-9,6,-2,57[fluorescence artefact?],3,0.0,0,-15
CSc1ccc(C(=O)C2CCCN(Cc3cnc(SC)nc3)C2)cc1 (stereo not drawn),22,-2,0,0,7,2,2.6,-2,-6
CCn1nc(-c2ccccc2)nc2c(=O)n(C)c(=O)nc1-2,0,10,98*,-38,15[fluorescence artefact?],-127,3.3,69*,-5
Cc1ccc(OCC(=O)N2CCN(Cc3cccnc3)CC2)cc1,23,7,-4,1,28,-3,0.4,0,-18
